Source: PubChem BioAssay (National Center for Advancing Translational Sciences (NCATS))
Pol kappa inh – DNA polymerase kappa (human) inhibition; Potency, µM (doses to about 107 µM), for inactives: at the highest dose activity, negative = inhibition, usual class: inhibitors; Q9UBT6; actives 0.53% (n = 400,000); purified Pol kappa, fluorescent DNA synthesis assay, 10 min; further: on the % scale 0 is the no-effect control and ±100 the full control effect
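Kinetic fluorescence readout at 0 and 10 min followed reaction start with substrate at 50 nM final. Beforehand, enzyme (10 nM Pol kappa) stood 15 min with compound at room temperature; buffer-only wells were negative controls.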
APE1 inh – inhibitors of human APE1 endonuclease | recombinant APE1, TAMRA/BHQ-2 abasic DNA cleavage fluorescence | Potency, µM (series often up to 65.8 µM), for the others: top-dose activity change, negative = inhibition, most hits filed as inhibitors | actives 0.35% (n = 350,000);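 further: plate controls were vehicle for no effect and reference inhibitor for full effect; nearly all actives have a fitted effect of over 55% in size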
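Substrate: short duplex with […] THF abasic site, 5'-TAMRA and 3'-BHQ-2, 50 nM final. APE1 at 0.75 nM, preincubated 15 min RT with compound. Fluorescence increase from first to third read measured activity.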
G9a block – G9a (human) methyltransferase inhibition | Q96KQ7 | G9a H3K9 monomethylation, AlphaScreen, 2 h | Potency, µM (titrated, usually from 102 µM), for inactives: at the top dose activity, negative = inhibition, usual class: inhibitors | actives 8.8% (n = 350,000) | AID 504332; further: on the % scale 0 is the no-effect control and ±100 the full control effect; nearly all actives have a fitted effect of over 75% in size
Target sequence (Q96KQ7 913-1193 limits assumed): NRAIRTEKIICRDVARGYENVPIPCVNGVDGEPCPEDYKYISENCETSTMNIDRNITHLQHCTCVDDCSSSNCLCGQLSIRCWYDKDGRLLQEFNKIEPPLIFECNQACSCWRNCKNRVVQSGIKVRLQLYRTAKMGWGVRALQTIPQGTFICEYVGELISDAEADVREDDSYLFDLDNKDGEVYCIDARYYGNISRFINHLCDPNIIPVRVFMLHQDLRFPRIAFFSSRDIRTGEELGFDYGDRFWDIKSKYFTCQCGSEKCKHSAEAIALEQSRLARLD
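G9a (20 nM) preincubated 15 min RT with compounds, then 500 nM biotinylated H3K9 peptide and 20 uM SAM added; 2 h RT reaction. Monomethyl-H3K9 product detected by AlphaScreen with anti-H3K9me1 antibody, streptavidin donor and anti-rabbit IgG acceptor beads.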
Pol eta inh – DNA polymerase eta (human) inhibition; Q9Y253; recombinant Pol eta, fluorescent DNA replication assay; Potency, µM (top dose mostly 114 µM), without a hit: top-dose activity change, negative = inhibition, actives largely listed as inhibitors; actives 1.2% (n = 390,000); further: on the % scale 0 is the no-effect control and ±100 the full control effect
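Pol eta at 10 nM preincubated with compounds 15 min at room temperature; reaction started with fluorescent substrate (50 nM final) and read kinetically at 0 and 10 min.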
BLM helicase inh – inhibitors of human Bloom syndrome helicase BLM; recombinant BLM DNA unwinding, fluorescence dequenching; AID 2528; actives 0.2% (n = 350,000); Potency, µM (highest dose often 56.1 µM), for the others: top-dose activity change, negative = inhibition, actives largely listed as inhibitors;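 further: plate controls were vehicle for no effect and no enzyme for full effect; nearly all actives have a fitted effect of over 35% in size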
Apoferritin bind – candidate novel general anesthetic via apoferritin binding. AID 485281. Potency, µM (doses to about 77.5 µM), for the others: top-dose activity change, negative = displacement, most hits filed as inhibitors. actives 0.074% (n = 350,000). apoferritin/1-aminoanthracene competitive binding, fluorescence; further: on the % scale 0 is the no-effect control and ±100 the full control effect; nearly all actives have a fitted effect of over 20% in size
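In PBS, apoferritin at 10 uM is loaded with 1-AMA from a 50% saturated solution. After 10 min of compound exposure at ambient temperature, reduced 535 nm fluorescence indicates probe displacement.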
BAZ2B inh – blocks human BAZ2B. Q9UIF8. AlphaScreen BAZ2B-H3K14Ac peptide displacement. Potency, µM (series often up to 114 µM), for inactives: at the top dose activity change, negative = inhibition, actives largely listed as inhibitors. actives 4.4% (n = 360,000). AID 504333; further: on the % scale 0 is the no-effect control and ±100 the full control effect; nearly all actives have a fitted effect of over 60% in size
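Protein-peptide AlphaScreen: BAZ2B 50 nM, b-H3K14Ac 50 nM, 1x PBS pH 7.4 + 0.01% Tween-20. Preincubation 30 min RT; cpd 30 min RT (top 110 uM); beads 20 min RT, light-protected.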
Pol iota inh – blocks human DNA polymerase iota activity; AID 588590; Q9UNA4; Potency, µM (top dose mostly 115 µM), inactives show at the top dose activity, negative = inhibition, usual class: inhibitors; actives 1% (n = 390,000); Pol iota fluorescent replication assay, 10 min
Target sequence (Q9UNA4 whole entry, looked up): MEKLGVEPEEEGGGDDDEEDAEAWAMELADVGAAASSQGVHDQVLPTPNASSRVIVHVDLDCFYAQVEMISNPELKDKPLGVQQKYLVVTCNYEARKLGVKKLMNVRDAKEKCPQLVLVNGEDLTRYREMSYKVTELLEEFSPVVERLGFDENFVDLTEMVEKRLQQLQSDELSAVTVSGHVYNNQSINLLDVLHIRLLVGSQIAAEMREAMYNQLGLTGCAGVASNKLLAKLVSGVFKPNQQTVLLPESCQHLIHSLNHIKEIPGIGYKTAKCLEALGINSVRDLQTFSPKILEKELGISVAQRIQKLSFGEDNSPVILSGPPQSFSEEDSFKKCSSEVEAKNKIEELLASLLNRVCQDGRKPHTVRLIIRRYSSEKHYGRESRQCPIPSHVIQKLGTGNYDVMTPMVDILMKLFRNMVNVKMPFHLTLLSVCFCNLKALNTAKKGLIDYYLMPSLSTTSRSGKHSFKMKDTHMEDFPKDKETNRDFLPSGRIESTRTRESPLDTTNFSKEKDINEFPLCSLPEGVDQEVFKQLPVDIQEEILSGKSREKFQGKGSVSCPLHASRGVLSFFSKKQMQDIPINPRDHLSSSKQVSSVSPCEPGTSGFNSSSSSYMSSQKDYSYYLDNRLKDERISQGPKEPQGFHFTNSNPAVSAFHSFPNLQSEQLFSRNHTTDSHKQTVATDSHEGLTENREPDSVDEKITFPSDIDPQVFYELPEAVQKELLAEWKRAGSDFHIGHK
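Fluorescent replication assay read twice, at 0 min and 10 min after adding 50 nM (final) substrate. Enzyme (10 nM) and compounds were first incubated 15 min at room temperature; enzyme-free buffer wells were negative controls.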
POLB inh – blocks human DNA polymerase beta activity; actives 1.3% (n = 340,000); Potency, µM (titrated, usually from 114 µM), without a hit: top-dose activity change, negative = inhibition, most hits filed as inhibitors; AID 485314; Pol beta primer extension/strand displacement, fluorescence kinetic; further: on the % scale 0 is the no-effect control and ±100 the full control effect
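Human Pol beta at 10 nM; strand-displacement substrate 50 nM final. Compound exposure 15 min at room temperature before start, reaction 10 min at room temperature.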
Numbers without * were called inactive; ? = inconclusive; nt = no result given; & = joins results of further samples; [ ] = another dose, or the depositor's remark. The call rests on the fitted dose curve; in most records, active means well fitted curve in the direction sought with a large enough effect; inconclusive means small, poorly fitted or top-dose-only effect, or another doubt; inactive means no such curve, though single readings can be large; an effect the other way counts as inactive or inconclusive. Potency means the concentration at half of the fitted maximal effect. Only part of the results is shown. The share of hits here may be higher or lower than overall.

SMILES	Pol kappa inh	APE1 inh	G9a block	Pol eta inh	BLM helicase inh	Apoferritin bind	BAZ2B inh	Pol iota inh	POLB inh
Cc1c(C)c2ccc(O[C@@H]3O[C@H](CO)[C@H](O)[C@H](O)[C@H]3O)cc2oc1=O	15%	2%	?	-11%	1%	-6%	16%	-5%	6%
CNc1ncncc1-c1ccccc1CN(C)C	1%[60.1 µM]	-4%	-7%[0.501 µM]	nt	-2%	nt	nt	nt	nt
CC1(C)Cc2cccc(Oc3ccc(S(=O)(=O)N4CCCC4)cn3)c2O1	1%	-1%	0%	-19%	1%	-6%	-6%	185%[activator]	0%
CCOc1cc(/C=N/NC(=O)CN2CCCCC2)ccc1OCc1ccccc1	2%	10%	-23%[12.7 µM]	-14%	-2%	-20%	-3%[57.1 µM]	-9%	36%
O=C(NCC(c1ccco1)N1CCCC1)c1ccccc1F (centres undefined)	8%	-6%	24%[12.7 µM]	-6%	1%	-7%	7%	13%	-1%
COc1ccc(-c2cc(C(=O)N/N=C/c3sccc3C)c3ccccc3n2)c(OC)c1	-4%	?	-4%	6%	-4%	49%[activator]	?	20%	3%
Cc1ccccc1NC(=S)N(Cc1cccnc1)Cc1ccco1	-8%	?	11%[59 µM]	-15%	-1%	-8%	-10%	171%[activator]	54%
C[C@H](CO)N1C[C@H](C)[C@@H](CN(C)Cc2ccc(-c3ccccc3)cc2)Oc2c(NC(=O)Nc3ccc(C(F)(F)F)cc3)cccc2C1=O	6%	-16%	nt	-7%	nt	nt	nt	-7%	nt
O=C(NC(=S)N1CCc2ccccc21)c1ccccc1	-5%	-5%	45µM*	-7%	0%	-9%	?	9%	3%[57.1 µM]
Nn1c(SCC(=O)NCC2CCCO2)nnc1-c1cc(Cl)ccc1Cl (centres undefined)	3%	-7%	-8%	-1%	nt	nt	-4%	23%	nt
COc1ccc(/C=N/n2cnnc2)cc1COc1ccccn1	2%	15%	11%[59 µM]	-8%	3%	3%	-3%	7%[58.9 µM]	7%
CC(=O)c1cccc(NC(=O)c2cc3nc(-c4ccc(Br)cc4)cc(C(F)(F)F)n3n2)c1	-3%[60.1 µM]	nt	6%[59 µM]	7%	0%	3%	2%	30%	24%
C=CCSc1nc2ccsc2c(=O)n1-c1ccccc1	1%	?	16%	-18%	-5%	-23%	-3%	-6%	38%
O=S(=O)(c1ccc2oc3ccccc3c2c1)N1CCCC1	-3%	-1%	-7%[59 µM]	-18%	-7%	-2%	0%	-9%	-1%
COc1ccc(CC(CC(=O)O)C(=O)Nc2ccccc2)cc1 (centres undefined)	-1%	16%	-19%	-2%	-3%	-10%	-5%	?	16%
CCCCc1nc(SCCOC)c2c(=O)n(C)c(=O)n(C)c2n1	-6%	-3%	33%	-18%	-5%	?	12%	15%	12%
CCNc1nc(NC(C)(C)C)nc(N(C#N)CC)n1	2%	8%	nt	-7%	-4%	-16%	3%	4%	25%
CCn1cc(C(=O)O)c(=O)c2cc(F)c(N3CCN(C(=S)NC(=O)c4ccccc4Br)CC3)cc21	1%	2%	4%	-17%	4%	6%	71µM*	68%[activator]	?
CC(Oc1ccc(-c2ccccc2)c(F)c1)c1ccn(S(=O)(=O)c2ccc(F)cc2)n1 (centres undefined)	-11%	2%	16%[59 µM]	-17%	-8%	-3%	14%	14%	16%
Cc1ccc(C)c(NC(=O)CCCN2C(=O)COc3ccc(C)cc32)c1	-10%	nt	6%[59 µM]	nt	1%	?	-9%	13%	-1%
CC1CCCC(NC(=O)CCNC(=O)c2ccc([N+](=O)[O-])cc2)C1C (centres undefined)	-4%	-2%	-8%	1%	-1%	?	-4%	-17%	10%
CCOC(=O)c1ccc(Nc2nc(=O)c3cccnc3s2)cc1	1%	1%	28µM*	-7%	0%	-10%	-2%	1%[58.9 µM]	48%
Cc1cc2oc3c(c(=O)c2cc1C)C1(C(=O)N(C)c2ccccc21)N(CCO)C3=O (centres undefined)	-1%	nt	-4%[59 µM]	-15%	3%	1%	-12%	23%	3%
CC(=O)Nc1cc(C(=O)N2CCc3ccccc3C2)ccc1Sc1ccc(Cl)cc1	-21%	2%	-6%[59 µM]	-16%	-12%	4%	-5%	-7%	1%
Cc1c(N)cccc1-c1nc2ccccc2[nH]1	-15%	7%	7%[59 µM]	-3%	3%	-2%	2%	-4%	0%
CCN(C[C@H]1N[C@@](C)(C(=O)OC)[C@H]2C(=O)N(C)C(=O)[C@@H]12)C(=O)Nc1ccc(F)cc1	-18%	13%	nt	-1%	nt	nt	nt	-5%	nt
CCOc1ccc(NS(=O)(=O)c2ccc(C(=O)NCC(c3ccco3)N(C)C)cc2)cc1 (centres undefined)	-9%	-1%	-29%	-22%	nt	nt	-6%	?	nt
CC(NC(=O)c1csc2ccccc12)C1CCCO1 (centres undefined)	-2%	2%	-2%[59 µM]	-4%	-3%	1%	1%	1%[58.9 µM]	-21%
COc1ccc(NC(=O)Nc2nnc(N(C)C3CCCCC3)s2)c(OC)c1	-12%	nt	-34%[59 µM]	-27%	-4%	-12%	1%	160%[activator]	-2%
CCC/C=C(\CCC)C(NC(=O)Cc1ccccc1)c1ccc(C(=O)OC)cc1 (centres undefined)	0%	?	1%	-13%	-10%&-8%	-9%&0%	8%	-9%	?
FC(F)(F)c1cccc(NC(=S)N2CCCC2)c1	-7%	35%	15%	-17%	-3%	1%	0%	135%[activator]	-2%
O=C(Cc1cccs1)NCCSc1c(-c2ccc(Cl)cc2)[nH]c2ccccc12	-14%	7%	-9%	-20%	-8%	73%[activator]	-2%	-10%	4%
O=C(CSc1ccccc1C(=O)O)NC1CCCCCC1	-3%	-2%	-37%	-6%	-1%	1%	-3%	20%	4%
Cc1ccc(C)c(Cn2c(CN(C)Cc3ccccc3)nc3c2c(=O)n(C)c(=O)n3C)c1	5%	-8%	?	-14%	-12%	7%	-10%	6%	5%
CN(CC1CCCN(CCc2ccc(F)cc2)C1)C(=O)CCC(F)(F)F (centres undefined)	-5%	40%	48%	-2%	2%	-4%	9%	6%	-16%
O=C(c1c(O)c2ccc(Cl)cc2[nH]c1=O)C1CC1	-3%&-9%[19.4 µM]	2%&-2%	0%[59 µM]	nt	-4%	3%	nt	nt	nt
Cc1ccc(S(=O)(=O)N2CCN(C(=O)CSc3nnc(-c4ccco4)o3)CC2)cc1	-5%	1%	-6%[59 µM]	-12%	1%	?	-5%	6%	11%
Cc1ccc(SCCNC(=S)Nc2ccc(C)cc2C)cc1	-11%	-2%	-4%[59 µM]	-9%	-9%	-13%	?	12%	2%
CN(C)C(CNC(=O)c1cc(S(=O)(=O)N(C)Cc2ccccc2)ccc1Cl)c1ccco1 (centres undefined)	-2%	-12%	28%[2.33 µM]	-5%	nt	nt	-5%	15%	nt
COc1ccc(/C=C/c2nc(S(=O)(=O)c3ccccc3)c(N(C)C)o2)cc1OC	-17%	-11%	9%[0.501 µM]	-19%	-8%	?	?	25%	31%

Three entries picked at random from those above, as already listed:
SMILES	Pol kappa inh	APE1 inh	G9a block	Pol eta inh	BLM helicase inh	Apoferritin bind	BAZ2B inh	Pol iota inh	POLB inh
O=C(CSc1ccccc1C(=O)O)NC1CCCCCC1	-3%	-2%	-37%	-6%	-1%	1%	-3%	20%	4%
CN(CC1CCCN(CCc2ccc(F)cc2)C1)C(=O)CCC(F)(F)F (centres undefined)	-5%	40%	48%	-2%	2%	-4%	9%	6%	-16%
COc1ccc(NC(=O)Nc2nnc(N(C)C3CCCCC3)s2)c(OC)c1	-12%	nt	-34%[59 µM]	-27%	-4%	-12%	1%	160%[activator]	-2%

Later entries:
SMILES	Pol kappa inh	APE1 inh	G9a block	Pol eta inh	BLM helicase inh	Apoferritin bind	BAZ2B inh	Pol iota inh	POLB inh
CCNC(=O)Nc1ccc(OC)cc1OC	-3%	16%	-6%	-1%	1%	-10%	-8%	-14%	-17%
O=C(O)CN1C(=O)/C(=C2\SC(=S)N(C(Cc3ccccc3)C(=O)O)C2=O)c2ccccc21 (centres undefined)	-8%	16%	50µM*	-4%	2%	6%	56µM*	71%[activator]	0%
COC(=O)c1cn(C(=O)c2cc(C)cc(C)c2)c2ccccc12	-15%	5%	-1%[12.7 µM]	4%	-5%	-8%	9%	88%[activator]	0%
OC(CN1CCN(c2ccccc2)CC1)c1c[nH]c2ccccc12 (centres undefined)	-1%	-5%	?	-13%	2%	?	-32%	11%	-3%
Cn1c(=O)oc2cc(S(=O)(=O)CCC(=O)NCc3ccccc3)ccc21	1%	nt	?	2%	1%	5%	6%[57.1 µM]	-6%	13%
CCOC(=O)/C=C/C(=O)Nc1ccccc1C(=O)NC1CCCCC1	-7%	-3%	-1%[59 µM]	2%	-2%	4%	6%	14%	9%
COc1ccc(-c2cccc(NS(=O)(=O)c3cc(C)c(OC)c(C)c3C)c2)nn1	-11%[60.1 µM]	nt	?	-13%	-9%	-14%	-32%	9%	10%
Cc1cc(Br)ccc1NC(=S)Nc1cccc([N+](=O)[O-])c1	-9%	3%	45µM*	-22%	-5%	-9%	-1%	-15%	6%[57.1 µM]
Oc1ccc(N=Nc2ccc3ccccc3c2)cc1	-18%	-17%	-3%[0.501 µM]	?	-3%	?	32µM*	17%	-18%
CC1CC(C)CN(S(=O)(=O)c2cccc(C(=O)N3C(=O)c4cccc(N)c4C3=O)c2)C1 (centres undefined)	-16%	?	?	-17%	-10%	nt	-7%	38%[activator]	1%
CCOc1cc(CN2CCc3c([nH]c4ccccc34)C2)ccc1OC	-2%	5%	11µM*	-11%	-1%	-15%	50µM*	118%[activator]	17%
OC(CNCc1cccc(Br)c1)c1ccccc1 (centres undefined)	-3%	9%	nt	-20%	-1%	-13%	-2%	43%[activator]	42%
COC(CNC(=O)c1ccc2nc(-c3cccs3)c(-c3cccs3)nc2c1)OC	-3%	4%	0%[59 µM]	-10%	-17%	7%	-4%	38%[activator]	0%
CC(C)C(NS(=O)(=O)c1cc(C(=O)O)ccc1Cl)C(=O)O (centres undefined)	5%	-9%	?	-17%	-1%	-3%	?	38%	-7%

Taken from above:
`Cc1cc(Br)ccc1NC(=S)Nc1cccc([N+](=O)[O-])c1` in G9a block is listed with 45µM*
`OC(CNCc1cccc(Br)c1)c1ccccc1` (centres undefined) in Pol iota inh is listed with 43%[activator]
